Source: PubChem
A549 tox – A549 cytotoxicity, counter-screen for Nrf2 inhibitors; hit rate 0.16% among 390,000; A549 ARE-Fluc cells, CellTiter-Fluor viability, 18-24 h; Potency, µM (series often up to 46 µM), for the others: at the top dose activity change, negative = cytotoxicity, usual class: inhibitors; AID 504648; note: potency is the fitted concentration of half-maximal effect; % is set by controls: 0 for no effect and ±100 for the full control effect
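A549 ARE-Fluc cells in 5% FBS OPTI-MEM, 5000 cells/well, rested 2 h then exposed to compounds in concentration-response for 18-24 h at 37 °C. Viability by CellTiter-Fluor fluorescence (Ex 405/Em 525) after 30 min; luciferase luminescence (BugLite, 15 min, RT) read afterwards.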
IL-2 act – IL-2 activation; IL-2 activation reporter assay, cell-based qHTS; stimulated with anti-CD3/CD4/CD28 beads; in transgenic mouse T cells; activation, % (series mostly up to about 46 µM); hit rate 0.065% among 360,000; AID 652025; in the data active = activation above about 50%; inconclusive = mostly about 30% to 49%; note: 0% is about no effect
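EGFP and DsRed fluorescence is measured by plate cytometry in unstimulated transgenic mouse T cells exposed to compound for 60 minutes, then stimulated 18 hours at 37 degrees C with anti-CD3/anti-CD4 beads plus anti-CD28.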
HepG2 tox – kills HepG2 cells in TGF-b inhibitor counter-screen. hit rate 0.76% among 410,000. Potency, µM (titrated, usually from 46.1 µM), inactives show at the highest dose activity change, negative = cytotoxicity, hits mostly cytotoxic. HepG2 CAGA-GFP viability, ATP luminescence, 18 h. AID 588856; note: potency is the fitted concentration of half-maximal effect; some results filed as inactive show a strong effect at the top dose
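CellTiter-Glo luminescence gave cytotoxicity after 18 hours at 37 degrees C. The cells were HepG2 CAGA-GFP in 1% FBS DMEM, stimulated with 500 pg/mL TGF-beta after compound addition. %Activity was normalised to no-cell wells (complete cell-killing) and DMSO (no toxicity), and curves were fitted and classified.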
Nrf2 activator – Nrf2 pathway activation | AID 624171 | hit rate 0.31% among 410,000 | Potency, µM (top dose mostly 46.1 µM), without a hit: top-dose activation, hits mostly activators | AREc32 ARE-luciferase reporter (MCF7-derived line), luminescence, 24 h; note: potency is the fitted concentration of half-maximal effect; % of control where 0% means no effect; nearly all actives have a fitted effect of over 65% in size
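Cells of the AREc32 ARE-luciferase line are plated in OPTI-MEM containing 5% FBS and left overnight at 37 deg C. Compounds are pinned in, incubation continues 24 hr, and firefly luciferase signal is then measured.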
Nrf2 block – blocks Nrf2 signaling. A549 ARE-Fluc reporter, luciferase luminescence, 18-24 h. Potency, µM (titrated, usually from 46 µM), for the others: top-dose activity change, negative = inhibition, most hits filed as inhibitors. hit rate 2.1% among 360,000. AID 504444; note: potency is the fitted concentration of half-maximal effect; % is set by controls: 0 for no effect and ±100 for the full control effect; nearly all actives have a fitted effect of over 60% in size
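A549 ARE_Fluc cells, 5000/well, 5% FBS OPTI-MEM; compounds in dose-response, 18-24 h at 37 °C/5% CO2; CellTiter-Fluor viability read (Ex 405/Em 525), then BugLite luciferase luminescence = Nrf2 activity.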
S2 tox – reduces viability in counter-screen for ATXN expression inhibitors. S2 cells (HEK-293 line with an ATXN2-luciferase reporter) viability, CellTiter-Fluor protease fluorescence, 24 h. Potency, µM (doses to about 56.7 µM), usual class: cytotoxic. hit rate 0.49% among 400,000. AID 651635; note: potency is the fitted concentration of half-maximal effect; nearly all actives have a fitted effect of over 40% in size
TGFb SMAD3 inh – inhibitors of TGF-b signaling; HepG2 CAGA-GFP TGF-b/SMAD3 reporter, GFP fluorescence, 18 h; TGF-beta stimulated, 500 pg/mL final; Potency, µM (series often up to 46.1 µM), for inactives: at the highest dose activity, negative = inhibition, usual class: inhibitors; hit rate 1.2% among 410,000; note: potency is the fitted concentration of half-maximal effect; % is set by controls: 0 for no effect and ±100 for the full control effect; nearly all actives have a fitted effect of over 65% in size
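Read-out: total well GFP (ex488/em500-530) summed from mean per-cell fluorescence. Cells: HEPG2 CAGA-GFP, 1% FBS DMEM, 18 h at 37 degrees C with 500 pg/mL final TGF-beta. Unstimulated wells served as the full-inhibition control; stimulated DMSO wells = 0%.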
EPAC2 agonist – EPAC2 (human) agonism; Potency, µM (highest dose often 154 µM), for inactives: at the highest dose activation, hits mostly activators; hit rate 0.079% among 360,000; EPAC2 activation, biochemical qHTS; response scale: 100% = 6.5 mM cAMP response; AID 720711; Q8WZA2; note: potency is the fitted concentration of half-maximal effect; nearly all actives have a fitted effect of over 50% in size
Target sequence (Q8WZA2 whole entry, looked up): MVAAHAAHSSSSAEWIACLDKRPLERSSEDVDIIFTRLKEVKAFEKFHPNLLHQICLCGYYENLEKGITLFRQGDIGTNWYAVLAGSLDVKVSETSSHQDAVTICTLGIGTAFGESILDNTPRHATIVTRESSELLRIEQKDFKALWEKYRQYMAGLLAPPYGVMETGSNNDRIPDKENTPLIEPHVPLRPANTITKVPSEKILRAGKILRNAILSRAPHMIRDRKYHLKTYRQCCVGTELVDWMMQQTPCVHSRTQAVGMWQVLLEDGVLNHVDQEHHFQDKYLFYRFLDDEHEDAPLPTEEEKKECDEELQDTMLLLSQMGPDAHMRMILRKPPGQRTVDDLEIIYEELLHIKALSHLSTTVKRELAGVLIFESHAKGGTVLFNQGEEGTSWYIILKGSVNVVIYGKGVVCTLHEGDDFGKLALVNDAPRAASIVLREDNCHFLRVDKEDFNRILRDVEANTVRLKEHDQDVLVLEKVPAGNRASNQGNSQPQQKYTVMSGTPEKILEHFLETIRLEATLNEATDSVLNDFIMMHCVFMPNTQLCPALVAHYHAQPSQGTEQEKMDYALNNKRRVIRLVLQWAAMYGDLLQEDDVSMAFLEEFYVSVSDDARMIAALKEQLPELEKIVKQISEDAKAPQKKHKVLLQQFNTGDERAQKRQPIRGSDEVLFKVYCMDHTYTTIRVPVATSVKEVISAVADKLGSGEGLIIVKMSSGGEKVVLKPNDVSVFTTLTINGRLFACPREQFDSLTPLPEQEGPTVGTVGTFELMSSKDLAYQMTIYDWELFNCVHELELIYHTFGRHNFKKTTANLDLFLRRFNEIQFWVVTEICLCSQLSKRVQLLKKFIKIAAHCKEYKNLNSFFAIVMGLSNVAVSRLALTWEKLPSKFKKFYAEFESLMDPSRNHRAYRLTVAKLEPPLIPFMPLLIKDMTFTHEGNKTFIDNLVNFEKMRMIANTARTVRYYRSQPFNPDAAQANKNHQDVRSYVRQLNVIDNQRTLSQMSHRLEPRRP
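Readout is BODIPY fluorescence (480 nm excitation, 540 nm emission), which falls as labeled GDP is exchanged off Rap1B. EPAC2 at 100 nM acted on 250 nM RAP1B-BODIPY-GDP with 50 uM GDP present.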
ATXN2 expr inh – reduces ATXN2 reporter expression in HEK-293 cells; HEK-293 ATXN2-luciferase reporter, luminescence, 24 h; Potency, µM (series often up to 57 µM), for inactives: top-dose activity change, negative = inhibition, hits mostly inhibitors; hit rate 0.72% among 360,000; note: potency is the fitted concentration of half-maximal effect; % is set by controls: 0 for no effect and ±100 for the full control effect; nearly all actives have a fitted effect of over 55% in size
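ATXN2-luciferase reporter cells (luciferase flanked by upstream and downstream ATXN2 gene portions) were treated 24 h at 37 °C with compounds at up to 57 uM. SteadyGlo luminescence gave expression; GF-AFC fluorescence gave viability.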
Active calls of the source: *; i = inactive; ? = inconclusive; · = no result given; & = joins results of further samples; [ ] = remark or other dose. Unless noted, calls come from the whole dose curve; as a rule, active = well fitted curve in the direction sought with a large enough effect; inconclusive = small, poorly fitted or top-dose-only effect, or another doubt; inactive = no such curve, though single readings can be large; an effect the other way counts as inactive or inconclusive. Compounds were not picked by outcome (roughly 4.3% active in at least one column).

entry	mol	A549 tox	IL-2 act	HepG2 tox	Nrf2 activator	Nrf2 block	S2 tox	TGFb SMAD3 inh	EPAC2 agonist	ATXN2 expr inh
1	COc1ccc(C(=O)Nc2ccncc2)cc1S(=O)(=O)N1CCOCC1	7%	-0.6	-10%	1.3%	24%	i	4%	9%	15%
2	CN(C)c1ccc(-c2noc(C3CCN(S(=O)(=O)c4ccc(C(=O)O)cc4)CC3)n2)cc1	-15%	-1.6	-4%	-0.3%	?	i	23%	5%	0%
3	O=C(Cc1ccc(F)cc1)N/N=C/c1ccccn1	-1%	0.6	-11%	-1.9%	4%	i	-1%	0%	-9%
4	CCC(C)(C(=O)NC1CCCCC1)N(Cc1cccs1)C(=O)Cc1cccs1 (stereo not given)	-8%	-2.8	0%	-0.8%	5%	?	0%	-9%	-5%
5	COc1ccc(OC(=O)COc2cc(C)ccc2C)cc1	-2%	-0.2	3%	0.3%	-4%	i	-4%	13%	3%
6	O=C(Nc1ccccn1)C1(c2cccs2)CCOCC1	16%	-0.9	-59%	-0.7%	5%	i	-1%	12%	-8%
7	CCOc1ccc(C(=O)NCC2CCCN2S(=O)(=O)c2cccs2)cc1 (stereo not given)	1%	-0.3	0%	0.6%	-9%	?	-11%	4%	-1%
8	COC(=O)c1cc(=O)n2c(-c3ccccc3)csc2n1	-10%	0.7	-3%	0.1%	2%	i	1%	-10%	-10%
9	CC1Cc2cc(S(=O)(=O)N3CCC(C(=O)N4CCCCC4)CC3)ccc2N1C(=O)C1CC1 (stereo not given)	0%	-2.7	-7%	0.2%	?	i	-1%	5%	-9%
10	Cc1ccc(NC(=O)CC2=NC(=O)C(CC(=O)Nc3ccccc3C)S2)cc1 (stereo not given)	-14%	0.4	-35%	0.4%	-21%	?	-30%	-2%	2%
11	Cc1ccc(-n2nc(C(=O)N3CCC(C)CC3)c(=O)n(C)c2=O)cc1	4%	·	0%	0.2%	·	i	-22%	·	10%
12	COc1ccccc1C1/C(=C(\O)c2ccc3c(c2)OCCO3)C(=O)C(=O)N1Cc1cccnc1 (stereo not given)	3%	0.5	-11%	-0.9%	-22%	i	-4%	11%	·
13	Cc1ccc(-c2csc(NC(=O)C3CSC4(C)CCC(=O)N34)n2)cc1 (stereo not given)	5%	0.1	3%	-0.4%	6%	i	?	9%	-1%
14	COc1ccc(CN2C[C@@H](CO)O[C@@H](n3cnc4c(N(C)C)ncnc43)C2)cc1	·	-0.3	3%	-0.6%	·	i	4%	8%	9%
15	Cc1cc(C(=O)COC(=O)c2ccc(O)cc2O)c(C)n1C(C)C	-4%	-0.9	-19%	7.5%	?	?	-19%	5%	·
16	CCOC(=O)CSc1nnc(-c2ccccc2)o1	-10%	-0.7	4%	-0.8%	-8%	i	-7%	-2%	-16%
17	CC(C(=O)O)n1nc2ccccc2n1 (stereo not given)	-4%	2.8	-12%	-0.6%	3%	i	-6%	6%	-13%
18	COc1ccc(NC(=O)Cc2ccc(Cl)cc2Cl)cn1	-1%	-2.0	1%	-0.1%	-11%	i	10%	3%	-10%
19	O=C(CCCc1ccccc1)NCCS(=O)(=O)N1CCN(c2ccccc2)CC1	·	-1.3	-9%	1.8%	·	i	-4%	10%	·
20	CCCCN1C(=O)C(=O)N(CC(=O)Nc2ccc(OC(F)(F)F)cc2)C1=O	-4%	0.2	2%	-0.3%	16%	i	-5%	-6%	-15%
21	CCn1c(CSc2nc3ccccc3[nH]2)nc2cc(C(=O)O)ccc21	-3%	-0.8	3%	8.6%	9%	i	-2%	14%	7%
22	CN1CCN(C(=O)c2cc3sccc3n2CC(=O)c2ccccc2)CC1	-1%	-1.6	-13%	0.5%	-14%	?	30%	6%	-6%
23	O=C(c1cc(Br)c(Br)s1)N1CCN(c2ccccn2)CC1	3%	-4.3	-21%	0.4%	-5%	i	-1%	12%	-16%
24	CN(C(=O)C1CCN(S(=O)(=O)c2cccs2)CC1)C1CCCCC1	-3%	-0.2	3%	0.0%	-20%	i	-12%	11%	3%
25	CCOC(=O)N1CCN(C(=O)COC(=O)c2cccc(C)c2[N+](=O)[O-])CC1	1%	1.5	-2%	0.0%	12%	i	-2%	7%	4%
26	Nc1nc(SCC(=O)N2N=C3/C(=C/c4ccco4)CCCC3C2c2ccco2)n[nH]1 (stereo not given)	-13%	-0.9	4%	?	13%	i	?	-17%	1%
27	O=C(CN1CCN(c2ccccc2F)CC1)NC(=O)NCc1ccco1	1%	-0.1	-10%	0.1%	?	?	2%	6%	·
28	CC(C)Cc1[nH]c(=O)c(C#N)c2c1COC(C)(C)C2	6%	-0.6	1%	-0.7%	3%	i	0%	0%	2%
29	O=C(NCCCN1CCCCC1)c1ccc2c(c1)NC(=O)c1ccccc1S2	0%	-0.1	-32%	-0.5%	18%	?	-4%	10%	·
30	CCn1c(Oc2ccccc2)nc2c1c(=O)n(C)c(=O)n2C	-9%	-0.8	9%	-0.1%	-12%	i	14%	-3%	13%
31	Cc1ccc(C(=O)N2CCCC(N3CCN(c4ccccc4C)CC3)C2)c(=O)[nH]1 (stereo not given)	-23%	-0.3	-4%	0.5%	5%	?	0%	6%	·
32	CC(=O)Nc1ccc(SCC(=O)Nc2cc(C(C)(C)C)nn2-c2ccccc2)cc1	1%	2.0	-3%	5.5%	-6%	i	-2%	8%	-8%
33	CCN(CC)CCN(C(=O)CCS(=O)(=O)c1ccccc1)c1nc2cc3c(cc2s1)OCO3	0%	-3.5	-30%	13%	-1%	i	?	-6%	-1%
34	CC(C)C(NC(=O)c1ccccc1Br)c1ccccc1 (stereo not given)	0%	-3.1	-4%	-0.4%	-9%	i	11%	-1%	1%
35	CCN(C(C)=O)c1nnc(CSc2nc3ccccc3s2)s1	-7%	-3.1	-9%	-0.2%	14%	i	1%	-1%	15%
36	Cn1nc(C(=O)NCc2ccccc2)c2c1-c1ccccc1S(=O)(=O)C2	2%&-16%	0.1	-13%&-2%	0.4%&-0.3%	?	?	-8%&9%	0%	0%&10%
37	COc1ccc(OC)c(/C=C2\S/C(=N/NC(=O)c3ccc4ccccc4c3)NC2=O)c1	?	-0.4	-19%	0.0%	-15%	i	-3%	-14%	4%
38	CCOc1ccc(C(=O)Nc2ccccc2NC(C)=O)cc1OCC	-2%	-1.4	-8%	2.1%[9.22 µM]	-5%	i	-10%	0%	-7%
39	O=C(COc1ccc(Br)cc1)Nc1ccccc1N1CCCC1	21%	-1.1	0%	9.0%	-8%	i	3%	4%	·
40	O=C(O)c1cc(-c2ccccc2)nc2ccccc12	4%	0.0	2%	2.1%	4%	i	5%	10%	0%
41	Fc1ccc(C(c2nnnn2Cc2cccs2)N2CCN(C3CCCC3)CC2)cc1 (stereo not given)	7%	0.6	-5%	3.0%	?	i	-7%	11%	?
42	CCCCNC(=O)CNC(=S)N(CCCN1CCOCC1)Cc1cccs1	0%	0.8	-8%	-0.9%	-5%	i	-7%	-2%	-8%
43	Cc1ccc(C)c(OCCn2cc(/C=C(/C#N)C(=O)NCC3CCCO3)c3ccccc32)c1 (stereo not given)	?	0.9	-5%	2.8%	?	i	-11%	-3%	-10%
44	O=C(CN(Cc1ccco1)S(=O)(=O)c1ccccc1)N/N=C/c1cccc(O)c1	10%	0.2	-5%	1.0%	·	i	10%	1%	-3%
45	Cc1cc(C(=O)N2CCN(C(c3ccccc3)c3ccccc3)CC2)no1	10%	-3.3	-7%	-0.7%	?	i	-1%	18%	-1%
46	O=C(NCc1ccco1)c1ccc(S(=O)(=O)N2CCCCCC2)cc1	2%	1.2	-21%	-0.4%	0%	i	-4%	15%	3%
47	CCCCOc1ccc(C(=O)OCC(=O)NC2CCCC2)cc1	1%	-3.6	3%	3.6%	-13%	i	-12%	-1%	11%
48	COc1ccc(CCNC(=O)CCCCCN2C(=O)c3ccccc3C2=O)cc1OC	-6%	-0.7	-16%	-0.7%	-1%	?	-20%	10%	-12%
49	CCOc1ccc(Cn2c(=O)sc3ccccc32)cc1	19%&-3%	-0.2	12%&-60%	0.1%&-0.2%	?	i	-3%&-17%	12%	10%
50	O=C(CNS(=O)(=O)c1ccccc1)OCC(=O)c1ccc(F)cc1	3%	-0.4	-6%	-0.5%	8%	i	0%	5%	1%
51	CCCn1c(/C=C/c2ccccc2)nc2ccccc21	17%	-2.6	-23%&-52%	24%&17%	?	?	8%&-17%	6%	96%&48%[activator]
52	O=C(CNCc1ccc(Cl)cc1)Nc1ccc(C(=O)N2CCCCC2)cc1	-4%	0.6	-19%	-0.1%	0%	i	-17%	2%	-15%
53	CC(Oc1ccccc1)C(=O)N1CCc2ccccc2C1 (stereo not given)	0%	0.2	-1%	0.3%	6%	i	-11%	6%	-3%
54	CNC(=S)NCCc1ccccc1	1%	-3.2	16%	-0.2%	21%	i	24%	5%	-3%
55	CC(=O)N(Cc1cc(=O)[nH]c2ccccc12)c1cccc(C)c1	8%	-0.4	-17%	0.2%	15%	i	13%	9%	7%
56	O=C(CN1C(=O)C2CC=CCC2C1=O)Nc1nc(-c2ccc(F)c(F)c2)cs1 (stereo not given)	-1%	-0.3	0%	-0.1%	-6%	?	0%	3%	·
